RXFP1 antag – qHTS Assay for Antagonists of the Relaxin Receptor RXFP1; Relaxin receptor 1 (Homo sapiens), Q9HBX9; HEK293-RXFP1, relaxin-stimulated cAMP HTRF, 30 min; active compounds read low; activity change, negative = inhibition, % at 57.5 µM; 0.59% of 350,000 active;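 active = activity change of -60% or lower, but not beyond a set lower limit; inconclusive = change between -60% and -40%, or beyond the set limit; inactive = change above -40%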; also: % is scaled to controls: 0 for no effect and ±100 for the full control effect
D1 antagonist – Antagonist of Human D 1 Dopamine Receptor: qHTS | HEK293 TREx D1 cells, calcium flux, dopamine EC80; active compounds read low | activity change, negative = inhibition, % at 10 µM | 3.2% of 360,000 active; in the data active = activity change below about -30%; also: % is scaled to controls: 0 for no effect and ±100 for the full control effect
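Compound effects on dopamine-evoked calcium signalling were measured in tetracycline-induced HEK293 Trex D1 cells. Dopamine at EC80 followed a 180 s compound pre-read, and fluorescence was tracked kinetically for 180 s more.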
D2 PAM – HTS Assay for Positive Allosteric Modulators of the Human D2 Dopamine Receptor: Primary Screen for Potentiators | HEK293 T-REx D2, calcium flux, EC20 dopamine potentiation | potentiation, % at 10 µM | 0.34% of 340,000 active | AID 485347, 2010;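 active = potentiation over 3 SD above the plate norm, cut at about 30% in these data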; also: 0% is about no effect
Target sequence (P14416 whole entry, looked up): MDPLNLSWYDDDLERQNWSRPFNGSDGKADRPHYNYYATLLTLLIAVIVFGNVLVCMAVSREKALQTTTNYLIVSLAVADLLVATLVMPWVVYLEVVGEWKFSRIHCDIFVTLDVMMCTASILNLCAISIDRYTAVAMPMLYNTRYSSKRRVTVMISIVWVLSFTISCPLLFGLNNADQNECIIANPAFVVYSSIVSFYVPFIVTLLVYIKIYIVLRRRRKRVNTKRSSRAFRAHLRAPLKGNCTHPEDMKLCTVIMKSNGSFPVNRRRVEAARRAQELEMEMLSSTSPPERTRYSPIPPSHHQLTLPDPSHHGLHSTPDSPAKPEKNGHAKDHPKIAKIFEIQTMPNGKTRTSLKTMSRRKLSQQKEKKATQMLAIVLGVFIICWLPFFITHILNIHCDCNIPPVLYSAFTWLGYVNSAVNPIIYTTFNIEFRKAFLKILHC
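Tetracycline-induced HEK293 T-REx cells force-coupled to calcium signalling expressed D2; compounds were pin-added after a 10 s baseline, read kinetically 180 s, then an EC20 dopamine challenge followed with a further 180 s calcium read.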
D1 agonist – Allosteric Agonists of the Human D1 Dopamine Receptor: qHTS; D(1A) dopamine receptor (Homo sapiens), P21728; HEK293 T-REx D1 cells, calcium flux, agonist mode; activation, % at 2 µM; 1% of 360,000 active; in the data active = activation above about 30%; also: 0% is about no effect
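Inducible HEK293 T-REx D1 cells, force-coupled to calcium signalling, were plated at 4000 cells/well with tetracycline and held overnight at 30 C. After no-wash calcium dye loading, compound-evoked calcium rise over 180 s flagged agonists.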
Vif-A3F inh – qHTS for Inhibitors of Vif-A3F Interactions: qHTS; AID 602313, 2012; 0.2% of 390,000 active; HeLa A3F-eYFP + Vif (tagged APOBEC3F with the HIV-1 protein that degrades it), YFP fluorescence increase; Potency, µM (top dose mostly 46.1 µM), without a hit: at the highest dose activity, negative = active; also: potency is read from the fitted curve at half-maximal effect; % of control where 0% means no effect; nearly all actives have a fitted effect of over 65% in size
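HeLa cells stably expressing A3F-eYFP plus Vif, plated and incubated overnight at 37 deg C, then exposed to compounds overnight at 37 deg C. Blocked degradation read as raised yellow fluorescence (Ex 488/Em 500-530).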
D1 PAM – Potentiators of Human D1 Dopamine Receptor: qHTS; D(1A) dopamine receptor (Homo sapiens), P21728; potentiation, % at 10 µM; HEK293 TREx D1 cells, calcium flux, dopamine EC20 potentiation; 0.036% of 360,000 active; AID 504651, 2011; in the data active = potentiation above about 30%; also: 0% is about no effect
GRP78 ERSR act – qHTS for Inducers of the Endoplasmic Reticulum Stress Response (ERSR) in Human Glioma: qHTS. U87-MG GRP78 promoter luciferase reporter, 16 h. Potency, µM, for inactives: at the top dose activation, actives largely listed as activators. 0.02% of 420,000 active. AID 602332, 2012; also: potency is read from the fitted curve at half-maximal effect; series mostly up to about 76 µM; % of control where 0% means no effect; nearly all actives have a fitted effect of over 35% in size
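Stably transfected U87-MG human glioma cells carrying a GRP78-based luminescent sensor were seeded at 1000 cells/well, pin-dosed with compounds and incubated 16 h. Luciferase reagent was then added, and end-point luminescence was read after 10 min at room temperature.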
RXFP1 agonist – qHTS Assay for Agonists of the Relaxin Receptor RXFP1 | Relaxin receptor 1 (Homo sapiens), Q9HBX9 | HEK293T-RXFP1 cAMP TR-FRET, 30 min; response scale: percent of porcine relaxin response, buffer zero | Potency, µM (top dose mostly 57.5 µM), without a hit: at the highest dose activation, usual class: activators | 0.3% of 370,000 active | AID 2676, 2010; also: potency is read from the fitted curve at half-maximal effect; % is scaled to controls: 0 for no effect and ±100 for the full control effect; nearly all actives have a fitted effect of over 60% in size; many of its hits are not listed in these tables
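HEK293 cells stably expressing RXFP1, treated 30 min at 37C with compounds plus PDE4 inhibitor Ro 20174; cAMP measured by HTRF TR-FRET. Normalized to buffer and 29 nM porcine relaxin; EC50 by Hill fit.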
Vif-A3G inh – qHTS for Inhibitors of Vif-A3G Interactions: qHTS; Potency, µM (top dose mostly 46.1 µM), without a hit: at the top dose activity, negative = active, actives largely listed as inhibitors; DNA dC->dU-editing enzyme APOBEC-3G (Homo sapiens), Q9HC16; 0.076% of 410,000 active; HeLa A3G-eYFP + Vif (tagged APOBEC3G with the HIV-1 protein that degrades it), YFP fluorescence, overnight;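 also: potency is read from the fitted curve at half-maximal effect; % is scaled to controls: 0 for no effect and ±100 for the full control effect; nearly all actives have a fitted effect of over 60% in size; hits raise eYFP signal because A3G escapes Vif-driven loss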
Target sequence (Q9HC16 whole entry, looked up): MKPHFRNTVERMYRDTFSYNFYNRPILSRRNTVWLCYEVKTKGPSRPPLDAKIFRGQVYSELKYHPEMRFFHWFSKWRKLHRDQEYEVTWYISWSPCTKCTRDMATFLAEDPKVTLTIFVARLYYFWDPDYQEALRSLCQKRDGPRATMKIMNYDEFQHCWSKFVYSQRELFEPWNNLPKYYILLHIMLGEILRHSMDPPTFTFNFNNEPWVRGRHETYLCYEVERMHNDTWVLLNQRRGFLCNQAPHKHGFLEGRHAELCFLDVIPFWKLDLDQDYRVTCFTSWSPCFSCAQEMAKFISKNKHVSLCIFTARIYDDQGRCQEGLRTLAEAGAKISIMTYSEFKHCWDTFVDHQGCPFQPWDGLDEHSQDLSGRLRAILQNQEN
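Read-out is eYFP fluorescence (Ex 488/Em 500-530) from Vif-expressing HeLa A3G-eYFP cells; more signal means A3G escaped Vif-mediated degradation. Cells plated overnight, compound pinned in, incubated overnight at 37 deg C.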
* hit, by the source's call; ? = inconclusive; nt = not tested or not shown; & = joins results of further samples. Unless noted, calls follow the shape of the dose curve; as a rule, active = well fitted curve in the direction sought with a large enough effect; inconclusive = small, poorly fitted or top-dose-only effect, or another doubt; inactive = no such curve, though single readings can be large; an effect the other way counts as inactive or inconclusive. This is a subset; the hit share may differ from the screen's.

Order of values: RXFP1 antag	D1 antagonist	D2 PAM	D1 agonist	Vif-A3F inh	D1 PAM	GRP78 ERSR act	RXFP1 agonist	Vif-A3G inh
- CC(=O)c1c(C)oc2ccc(N(C(C)=O)S(=O)(=O)c3cccc([N+](=O)[O-])c3)cc12
→ -5	6	3	3	-8%	0	0%	0.0%	-1%
- COC(=O)c1cc(S(=O)(=O)NCCN2CCOCC2)cn1C
→ 4	-5	-3	0	2%	-5	-1%	2.8%	4%
- O=C1C=C(N2CCN(C3=CC(=O)CCC3)CC2)CCC1
→ -2	18	6	1	6%	-4	-1%	-0.2%	0%
- CCN(Cc1ccc(Cl)s1)C(=O)c1cccc(OCc2c(C)noc2C)c1
→ -4	nt	nt	nt	-15%	nt	-4%	nt	-1%
- CC1CN(c2nc(-c3ccccc3)nc3ccccc23)CC(C)O1 (stereo not given)
→ -15	-3	6	2	-1%	-6	0%	0.7%	-4%
- CCSc1nc2c(c(=O)[nH]c(=O)n2C)n1CC(O)COc1ccccc1C (stereo not given)
→ -11	-5	3	5	1%	-4	-4%	-0.5%	-5%
- COc1cccc(/C=N/n2c(-c3cc(C)[nH]n3)n[nH]c2=S)c1
→ -9	4	-1	3	-5%	-3	-4%	0.5%	-1%
- O=C(COc1ccccc1)NCC(=O)N1CCCC1
→ 14	1	9	0	-11%	1	-1%	0.7%	1%
- C[C@@H]1CN([C@H](C)CO)C(=O)CCCn2nncc2CO[C@H]1CN(C)C(=O)NC1CCCCC1
→ -6	nt	nt	nt	-3%	nt	0%	nt	0%
- COc1ccc(-n2nc(C(=O)O)c(=O)n(C)c2=O)cc1
→ -7	-3	2	2	2%	2	-1%	0.9%	-4%
- O=C(CCc1c[nH]c2ccccc12)NCCc1ccc2c(c1)OCCO2
→ -19	2	-2	4	1%	-5	-1%	1.1%	1%
- C=CCc1ccccc1OCCNCc1ccccc1
→ -6	-50*	-12	12	-7%	-17	-2%	-1.5%	2%
- COc1ccc(S(=O)(=O)N2CCOCC2)cc1NC(=O)CSc1nnnn1C1CC1
→ 5	2	13	0	-1%	-6	-2%	8.3%	-1%
- CC1CN(S(=O)(=O)c2cccc(C(=O)N(C)C3CCN(C)CC3)c2)CC(C)O1 (stereo not given)
→ -13	-14	-3	0	-23%	-5	-2%	-0.1%	0%
- O=[N+]([O-])c1cccnc1Sc1ccc(Cl)cc1
→ -10	-11	-11	11	?	-8	-7%	-2.0%	-4%
- COc1ccccc1N1CCN(C(=O)CSc2nc(C)c(C)c(=O)[nH]2)CC1
→ -6	-30*	-17	1	-3%	-3	-3%	0.1%	2%
- C/C(=N\NC(=O)C(=O)Nc1c(C)n(C)n(-c2ccccc2)c1=O)c1ccncc1
→ -6	13	nt	1	1%	-2	-4%	4.6%	3%
- O=S(=O)(Nc1cccc(-c2ccc(N3CCCC3)nn2)c1)c1ccccc1C(F)(F)F
→ -17	-22	3	0	0%	0	3%	0.9%	-9%
- CC1CC(C)CN(CCOc2cccc(Cl)c2Cl)C1 (stereo not given)
→ -15	-35*	-27	6	-7%	-5	-5%	3.0%	-5%
- COc1ccc(NC(=O)CN(C)C(=O)c2ccc(S(=O)(=O)Nc3ccccc3C)cc2)cc1
→ -6	1	-8	1	2%	-2	0%	0.8%	-7%
- Cc1ccc(NC(=O)C(NC2CCCC2)c2ccccc2)cc1Cl (stereo not given)
→ ?	1	-3	9	-4%	-4	-5%	0.0%	0%
- CCCCc1cc(=O)oc2cc(C)cc(OC(C)C(=O)NCc3cccnc3)c12 (stereo not given)
→ 7	-30	-2	1	-8%	-4	-4%	1.8%	-8%
- O=S(=O)(NC1CC2CCC1C2)c1ccc(Br)s1 (stereo not given)
→ -4	3	-6	4	-4%	-4	-10%	-0.8%	-3%
- CCOCCCn1c(SCC(=O)NCc2ccccc2)nc2c(sc3ccccc32)c1=O
→ nt	4	14	3	1%	-2	-4%	?	4%
- COc1ccc(CNC(=O)OCCN2CCN(S(=O)(=O)c3ccc(C)cc3)CCC2=O)cc1
→ nt	-10	-2	-1	-1%	-6	-6%	0.1%	3%
- CCC(CC)NC(=O)Nc1cccc(C)c1C
→ 0	nt	10	-2	0%	-8	0%	-0.2%	-1%
- Cc1ccc(OCCOC(=O)c2nc3nccc(C)n3n2)cc1
→ 13	21	-3	1	-7%	1	-3%	20%	-4%
- O=C(CSCc1ccc(F)cc1)NC1CCCC1
→ 0	-2	nt	0	2%	0	2%	0.1%	2%
- CN(C)c1ccc(-c2noc(C3CCN(S(=O)(=O)c4cccc(C(=O)O)c4)CC3)n2)cc1
→ -16	-2	0	4	0%	0	0%	-0.7%	-15%
- CCOC(=O)c1sc(N(Cc2ccccc2)C(=O)COC(=O)c2cnccn2)nc1C
→ -1	-11	12	3	-20%	-2	3%	1.7%	1%

Arranged by the number under Vif-A3G inh (high to low): three from the list above
SMILES	Vif-A3G inh
O=C(COc1ccccc1)NCC(=O)N1CCCC1	1%
CC(=O)c1c(C)oc2ccc(N(C(C)=O)S(=O)(=O)c3cccc([N+](=O)[O-])c3)cc12	-1%
O=S(=O)(NC1CC2CCC1C2)c1ccc(Br)s1 (stereo not given)	-3%

Following part:
Order of values: RXFP1 antag	D1 antagonist	D2 PAM	D1 agonist	Vif-A3F inh	D1 PAM	GRP78 ERSR act	RXFP1 agonist	Vif-A3G inh
- O=[N+]([O-])c1cccc2c3c([nH]c12)CCCC3
→ -12	6	-5	2	-10%	-5	-1%	2.0%	0%
- CC(C)C1CCC(C(=O)N[C@H](Cc2ccccc2)C(=O)O)CC1 (stereo not given in full)
→ -18	3	14	1	nt	-2	nt	-1.4%	nt
- S=c1[nH]nc(CNc2ccc(Cl)cc2)n1Cc1ccccc1
→ -17	-1	1	5	-9%	-6	-7%	0.8%	-3%
- COc1ccc(S(=O)(=O)N2CCC(C(=O)NCCCn3ccnc3)CC2)cc1C
→ -2	-7	-10	2	1%	-5	-5%	2.0%	2%
- CC(OC(=O)/C(C#N)=C/c1ccco1)C(=O)N(C)c1ccccc1 (stereo not given)
→ -6	nt	nt	nt	?	nt	-4%	nt	1%
- COc1ccccc1/C=C/C1(C(=O)NC2CCCC2)CC(=O)N1c1ccccc1 (stereo not given)
→ 3	3	17	2	-33%	0	-2%	-2.9%	?
- Clc1ccc(C(c2ccccc2Cl)C(Cl)Cl)cc1 (stereo not given)
→ -74*	6	13	16	-18%	-3	-4%&3%&0%&-4%	-1.8%	-2%
- N#Cc1ccccc1NC(=O)CN1C(=O)NC(Cc2c[nH]c3ccccc23)C1=O (stereo not given)
→ 8	0	nt	1	-4%	-6	2%	-0.1%	-1%
- COc1ccc(Nc2ncnc3sccc23)cc1
→ 9	-3	20	-2	8%	0	5%	1.6%	-1%
- O=C(CCN1C(=O)/C(=C\c2ccccc2)SC1=S)NCCCN1CCOCC1
→ -8	26	-3	0	-1%	1	-3%	-2.6%	4%
- O=C(CP(=O)(c1ccccc1)c1ccccc1)Nc1nc2ccc(Cl)cc2s1
→ -21	-1	2	1	-6%	2	-4%	-1.4%	-4%
- CCOc1ccc(N(CC(=O)NCC2CCCO2)S(=O)(=O)c2ccc(SC)cc2)cc1 (stereo not given)
→ 11	-4	nt	1	-26%	0	-4%	0.2%	-1%
- CC1(C)Cc2ccccc2-c2nc(NCCCO)n(-c3ccccc3)c(=O)c21
→ 11	6	-3	2	-1%	10	-5%	6.2%	0%

At a glance, part of the list above:
Order of values: RXFP1 antag	D1 antagonist	D2 PAM	D1 agonist	Vif-A3F inh	D1 PAM	GRP78 ERSR act	RXFP1 agonist	Vif-A3G inh
- COc1ccccc1/C=C/C1(C(=O)NC2CCCC2)CC(=O)N1c1ccccc1 (stereo not given)
→ 3	3	17	2	-33%	0	-2%	-2.9%	?
- Clc1ccc(C(c2ccccc2Cl)C(Cl)Cl)cc1 (stereo not given)
→ -74*	6	13	16	-18%	-3	-4%&3%&0%&-4%	-1.8%	-2%
- N#Cc1ccccc1NC(=O)CN1C(=O)NC(Cc2c[nH]c3ccccc23)C1=O (stereo not given)
→ 8	0	nt	1	-4%	-6	2%	-0.1%	-1%
- COc1ccc(Nc2ncnc3sccc23)cc1
→ 9	-3	20	-2	8%	0	5%	1.6%	-1%
- O=C(CCN1C(=O)/C(=C\c2ccccc2)SC1=S)NCCCN1CCOCC1
→ -8	26	-3	0	-1%	1	-3%	-2.6%	4%
- O=C(CP(=O)(c1ccccc1)c1ccccc1)Nc1nc2ccc(Cl)cc2s1
→ -21	-1	2	1	-6%	2	-4%	-1.4%	-4%
- CCOc1ccc(N(CC(=O)NCC2CCCO2)S(=O)(=O)c2ccc(SC)cc2)cc1 (stereo not given)
→ 11	-4	nt	1	-26%	0	-4%	0.2%	-1%
- CC1(C)Cc2ccccc2-c2nc(NCCCO)n(-c3ccccc3)c(=O)c21
→ 11	6	-3	2	-1%	10	-5%	6.2%	0%

From PubChem
